NPY-Y1 antag: NPY-Y1 receptor antagonists, primary screen, cell-based; 200,000 compounds, 1% hits; HEK293-CNG Y1 cells, membrane potential fluorescence; NPY at EC95, then isoproterenol; Neuropeptide Y receptor type 1 (Homo sapiens), P25929; inhibition, % at 3.6 µM;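 active = inhibition above the campaign mean inhibition of all tested compounds plus 3 SD, cut at about 20% in these data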;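 note: 0% = DMSO wells given NPY plus isoproterenol and 100% = isoproterenol alone without NPY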
Target sequence (P25929 whole entry, looked up): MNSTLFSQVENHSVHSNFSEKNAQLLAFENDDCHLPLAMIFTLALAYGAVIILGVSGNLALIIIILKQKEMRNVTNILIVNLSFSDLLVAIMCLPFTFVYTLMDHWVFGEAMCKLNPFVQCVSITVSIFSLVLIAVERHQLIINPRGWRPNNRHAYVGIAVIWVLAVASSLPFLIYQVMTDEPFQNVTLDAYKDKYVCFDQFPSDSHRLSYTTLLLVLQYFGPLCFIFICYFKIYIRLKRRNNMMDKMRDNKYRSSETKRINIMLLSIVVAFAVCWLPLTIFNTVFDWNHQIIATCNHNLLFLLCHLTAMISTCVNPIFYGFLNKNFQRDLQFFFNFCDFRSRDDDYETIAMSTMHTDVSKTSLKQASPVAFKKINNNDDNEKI
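Material: Y1- and CNG-channel-expressing HEK293 cells / Probe or stimulus: NPY 25 nM then isoproterenol 1 µM plus Ro 20-1724 25 µM / Doses: 3.6 µM single dose, DMSO 0.4% / Schedule: compound incubation 1 h at room temperature, readout 45 min post-stimulation / Signal: membrane potential fluorescence / Benchmarks: isoproterenol-only wells as full block versus NPY-plus-isoproterenol wells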
S1P4 ag: S1P4 receptor agonists, primary screen, cell-based; Sphingosine 1-phosphate receptor 4 (Homo sapiens), O95977; S1P4-expressing cell line, agonist reporter assay; activation, % at 4.98 µM; 220,000 compounds, 0.35% hits; in the data active = activation above about 11%;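 note: 0% = DMSO vehicle and 100% = reference agonist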
CHOP inhibitor: inhibitors of CHOP promoter induction, primary screen, cell-based, unfolded protein response, luciferase reporter; CHO-K1 CHOP-promoter luciferase, tunicamycin-induced, 15-18 h; inhibition, % at 10 µM; 220,000 compounds, 3.8% hits; AID 2732, 2010;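 active = compounds that reduced the stress-induced luciferase reporter signal by more than about 70% of percent inhibition, limit read from the data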;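 note: 0% = tunicamycin plus vehicle and 100% = wells without tunicamycin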
TRPN1 ag: zebrafish TRPN1 channel agonists, primary screen, cell-based, HEK293, calcium fluorescence; activation, % at 3 µM; transient receptor potential cation channel N1 (TRPN1/NompC), Danio rerio; 220,000 compounds, 0.18% hits; HEK293 zebrafish TRPN1-YFP, Fluo-8 calcium fluorescence; 100% = response to 87 µM carbachol;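 active = activation above its plate's cutoff, the mean activation of test wells on that plate plus 3 SD, cut at about 19% in these data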;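 note: 0% = DMSO alone and 100% = 87 µM carbachol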
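Material: zebrafish TRPN1-YFP in HEK293 cells. Doses: one dose of 3 µM, 0.3% DMSO. Incubation: dye 1 h 37 °C plus 30 min RT. Measured by: intracellular calcium fluorescence with Fluo-8.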
EP2 mod: EP2 receptor modulators, cAMP readout, primary screen, cell-based, HTRF cAMP, PGE2 stimulation; Prostaglandin E2 receptor EP2 subtype (Homo sapiens), P43116; EP2-expressing cells, cAMP HTRF FRET, PGE2 co-stimulation; induction, % at 25 µM; 260,000 compounds, 0.83% hits;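 active = compounds whose cAMP rise, as percent of the full-agonist control response, exceeds 60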;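 note: rat C6 glioma line stably carrying human EP2 under a CMV promoter; the protocol text gives 20 µM as final concentration; 100% = response of wells given 1 µM PGE2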
NPY2 pot ag: NPY-Y2 potentiators or agonists, primary screen, cell-based. AID 1359, 2008. Neuropeptide Y receptor type 2 (Homo sapiens), P49146. activation, % at 3.6 µM. cells expressing NPY-Y2, potentiator/agonist read-out. 220,000 compounds, 0.45% hits; in the data active = activation above about 27%;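 note: cells stimulated with NPY near EC25 plus isoproterenol at EC100; 0% = vehicle plus submaximal agonist and 100% = vehicle plus saturating agonist; some results beyond the cut were filed as inactive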
NPY1 pot ag: NPY-Y1 receptor potentiators or agonists, primary screen, cell-based; activation, % at 3.6 µM; NPY-Y1 expressing cells, potentiator/agonist activation; 220,000 compounds, 0.37% hits; in the data active = activation above about 33%, passing the limit was not always enough;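 note: cells stimulated with NPY at EC10 then isoproterenol at EC100; 0% = low agonist plus stimulus and 100% = saturating agonist plus stimulus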
S1P4 antagonist: S1P4 receptor antagonists, primary screen, cell-based; 220,000 compounds, 0.26% hits; inhibition, % at 4.98 µM; Sphingosine 1-phosphate receptor 4 (Homo sapiens), O95977; S1P4-expressing cells, antagonist mode, reporter read-out; AID 1510, 2009; in the data active = inhibition above about 29%;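 note: 0% = wells stimulated with agonist and 100% = vehicle wells without agonist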
TRPML3 agonist: human TRPML3 channel agonists, primary screen, cell-based, HEK293 TRPML3-YFP, Fluo-8 calcium fluorescence, 3 µM. Mucolipin-3 (Homo sapiens), Q8TDD5. 100% = the carbachol control signal. activation, % at 3 µM. 220,000 compounds, 0.29% hits;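 active = activation above its plate's cutoff, the mean activation of the plate's test wells plus 3 SD, cut at about 12% in these data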;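 note: 0% = DMSO only wells and 100% = carbachol wells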
Target sequence (Q8TDD5 whole entry, looked up): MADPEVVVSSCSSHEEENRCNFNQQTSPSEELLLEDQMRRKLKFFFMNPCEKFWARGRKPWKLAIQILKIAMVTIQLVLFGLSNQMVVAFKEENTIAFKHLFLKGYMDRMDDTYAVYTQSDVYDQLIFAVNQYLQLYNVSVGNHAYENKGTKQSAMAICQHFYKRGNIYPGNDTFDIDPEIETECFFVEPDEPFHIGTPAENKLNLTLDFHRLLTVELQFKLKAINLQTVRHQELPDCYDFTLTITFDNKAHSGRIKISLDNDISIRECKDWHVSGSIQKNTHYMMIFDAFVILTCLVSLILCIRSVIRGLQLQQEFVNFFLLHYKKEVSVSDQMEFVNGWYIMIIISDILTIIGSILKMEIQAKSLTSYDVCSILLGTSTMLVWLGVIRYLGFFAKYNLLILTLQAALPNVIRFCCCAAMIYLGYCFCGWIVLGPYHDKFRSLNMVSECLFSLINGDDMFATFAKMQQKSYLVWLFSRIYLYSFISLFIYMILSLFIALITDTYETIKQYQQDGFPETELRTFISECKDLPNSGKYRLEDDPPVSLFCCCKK
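Test system: TRPML3-YFP stable HEK293 cells. Doses: single point at 3 µM. Incubation: dye loading 1 h 37 °C then 30 min ambient, 125 s read. Signal: Fluo-8 calcium dye fluorescence, ex 470-495, em 515-575 nm. Measure: percent activation from peak-to-basal fluorescence ratio, scaled between DMSO and carbachol.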
* = called active by the depositor; x = not tested or not shown; & = joins results of further samples.

Value order: NPY-Y1 antag	S1P4 ag	CHOP inhibitor	TRPN1 ag	EP2 mod	NPY2 pot ag	NPY1 pot ag	S1P4 antagonist	TRPML3 agonist
> Cc1ccc(C)c(NC(=S)NC(C)C(c2ccccc2)N2CCN(C)CC2)c1 (configuration not stated)
  4	-0.4	17	0.1	-12	2	-8	-14	1.0
> COCCNC(=O)NC(=O)COC(=O)Cc1ccc2c(c1)OCCO2
  6	0.4	13	0.4	23	4	15	-4	-0.3
> Cc1ccc2[nH]c(-c3cccc(F)c3)cc(=O)c2c1
  9	0.3	-40	-0.1	18	-1	-34	2	0.7
> O=C(c1ccc2c(c1)OCO2)C1CCCN(C(=O)NCc2ccccc2)C1 (configuration not stated)
  17	1.3	-9	-1.1	-1	-1	-15	-7	-0.3
> CCOC(=O)c1ccc(NC(=O)CSc2nc(C)nc3c2c(=O)n(C)c(=O)n3C)cc1
  -6	1.6	54	-0.2	14	8	-5	-17	0.9
> Cc1c(NC(=O)c2cc(C(C)C)on2)c(=O)n(-c2ccccc2)n1C
  -5	-0.9	-36	0.8	2	15	-2	-13	0.5
> CCOC(=O)c1cnn(-c2ccccc2)c1NC(=O)C(F)(F)C(F)(F)C(F)(F)F
  2	1.3	12	-0.2	18	2	-8	18	0.3
> COc1ccc2ccccc2c1CNCc1ccccn1
  -4	2.0	10	4.2	10	11	-10	7	-0.2
> C/C(=N\NS(=O)(=O)c1ccc(C)cc1)c1ccc(C)o1
  -3	-1.4	-12	-1.2	14	-5	1	-12	-0.4
> COC(=O)c1cc2c(N)c(C(=O)c3ccc(Cl)cc3)sc2nc1C(OC)OC
  x	0.9	0	-0.3	-21	3	5	-1	0.7
> Cc1ccc(C(=O)c2cc(C)sc2N)cc1
  3	2.0	28	-2.5	15	0	11	-13	-0.6
> CC(=O)c1cccc(NC(=O)C(OC(=O)/C=C/c2ccc3c(c2)OCO3)c2ccccc2)c1 (configuration not stated)
  10	-3.0	24	-0.2	24	-7	-16	-8	0.3
> C=CC(=O)NC1CC2CCC1(C)C2(C)C (configuration not stated)
  x	-0.5	-6	1.6	3	-21	1	6	0.5
> O=C(CSc1nc2[nH]ncc2c(=O)n1-c1ccccc1)N1CCCc2ccccc21
  0	3.2	12	5.8	10	-8	-15	3	3.8
> O=C(NCc1cccnc1)C1c2ccccc2C(=O)N1C1CCCC1 (configuration not stated)
  4	3.2	27	1.6	9	9	-12	-50	-0.2
> Cn1c(C(=O)NCCCN2CCN(c3cccc(Cl)c3)CC2)cc2c(=O)n(C)c3ccccc3c21
  18	1.2	31	-1.3	-20	3	-11	5	0.4
> COc1ccc(CCNC(=O)CSc2nnc(NC(C)=O)s2)cc1OC
  -1	0.7	40	2.3	19	2	7	3	1.0
> CN1c2ccc(Cl)cc2C(=O)NC1c1ccc([N+](=O)[O-])s1 (configuration not stated)
  x	0.1	25	1.1	-16	9	25	11	0.9
> Cc1csc(NC(=O)C2COc3ccccc3O2)n1 (configuration not stated)
  -5	-1.1	10	-2.1	-1	-4	13	-9	-0.1
> O=C(O)c1ccccc1Nc1ccc([N+](=O)[O-])cc1
  3	0.3	16	-0.5	1	-12	-15	-24	0.1
> O=C(NC(=S)Nc1ccc(N2CCCCC2)cc1)c1ccco1
  2	2.7	-3	0.6	13	6	0	-15	1.0
> O=C(CN1CCN(c2ccc(O)cc2)CC1)NC1CCCc2ccccc21 (configuration not stated)
  5	2.8	38	-0.6	-2	7	10	1	0.5
> COc1ccc(Cl)c(Cn2c(NCC(C)O)nc3c2c(=O)n(C)c(=O)n3C)c1 (configuration not stated)
  -1	1.6	-18	1.0	2	-19	-30	-7	-0.2
> Cn1nnnc1SCC(=O)NNC(=O)c1ccc(Cl)cc1
  2	1.1	-18	1.2	28	4	-5	-4	0.9
> O=C(CCC1CCCN(C(=O)C2=CCCC2)C1)N1CCN(c2ccccn2)CC1 (configuration not stated)
  -1	1.4	16	-0.2	-52	-4	-4	-10	0.0
> Oc1ccccc1CNn1cnnc1
  1	0.9	12	0.6	13	-4	-7	7	1.1
> CC1Cc2ccccc2N1C(=O)CNc1cccc(S(=O)(=O)N2CCCC2)c1 (configuration not stated)
  0	0.2	13	-1.7	-18	-8	-11	-5	-0.9
> CC(C)OCc1c(C(=O)Nc2nccs2)oc2ccccc12
  5	-0.8	9	-0.9	8	-17	2	-5	-0.9
> Cc1n[nH]c(C)c1Sc1ccccc1N=Cc1cc([N+](=O)[O-])ccc1O
  0	0.7	31	1.1	3	-1	6	-14	0.9
> CCCCCNS(=O)(=O)c1cc(C)ccc1OC
  2	0.1	-17	-0.5	22	11	4	2	-0.6
> Cc1c(NC(N)=O)c(=O)n(-c2ccccc2)n1C
  -1	-0.2	3	0.9	-17&20	-13	-3	-11	1.0
> COc1ccc(C(=O)Cn2c(C(=O)/C=C/c3ccccc3)nc3ccccc32)cc1
  -1	-1.6	-45	0.5	3	-5	4	4	0.7
> C=CCn1c(SCC(=O)c2ccc(F)cc2)nnc1-c1ccc2c(c1)OCO2
  1	-0.3	10	2.8	-42	2	-4	-16	1.4
> Cc1cc(C)nc(NS(=O)(=O)c2ccc(NS(=O)(=O)c3ccsc3)cc2)n1
  x	-2.4	-12	0.9	-11	-8	15	9	0.9
> CCCCN(CC)Cc1ccc(CNC(=O)Nc2ccc(OCC)cc2)o1
  8	-0.8	-10	-0.4	0	0	12	10	0.2
> CCc1ccc(C2c3[nH]c4ccccc4c3CCN2C(=O)c2ccc(=O)n(C)n2)cc1 (configuration not stated)
  -3	-0.5	16	-1.9	-5	-1	-16	9	0.1
> O=C(CNc1ccccc1)N/N=C/c1ccc([N+](=O)[O-])cc1
  -3	-0.1	1	1.9	-57	5	11	-9	0.0
> Clc1ccccc1/C=N/c1cc(-c2ccccc2)nn1-c1ccccc1
  5	0.3	-3	-1.5	2	1	11	-2	-0.9
> C/C(N)=C(/C#N)C(=O)CSc1nc2ccccc2c(=O)n1-c1ccccc1C
  -1	1.3	33	1.7	13	13	18	-4	-0.1
> CCCCCCCCCCCCC(=O)CCCCC(=O)O
  1	0.0	16	-0.5	20	4	12	0	1.1
> CC(=O)Nc1ccc(S(=O)(=O)NC(C(=O)O)C(C)C)cc1 (configuration not stated)
  2	1.4	x	0.2	x	-7	-22	1	0.3
> CN(C)c1ccc(C(=O)c2ccc(N(C)C)c3ccccc23)cc1
  9	-0.5	x	-1.4	4	-20	-30	34*	-0.5
> Cc1nc(C(=O)O)nn1-c1cc(Cl)ccc1Cl
  2	0.4	0	1.1	9	3	9	-8	1.9
> CCOC(=O)N1CCN(C(=O)C2CC(=O)N(c3ccc(OC)cc3)C2c2ccc(OC)cc2)CC1 (configuration not stated)
  6	-2.5	-16	0.8	7	4	-11	-17	-0.3
> O=C(NC1CCCC1)c1ccc2nc[nH]c2c1
  -6	-4.7	30	1.1	-7	-6	-1	-3	1.2
> NNC(=O)CNC(=O)C12CC3CC(CC(C3)C1)C2
  6	0.2	14	-0.7	2	-22	1	0	0.7
> CCOC(=O)C1CCN(C(=O)CSCCSCC(=O)N2CCC(C(=O)OCC)CC2)CC1
  10	-2.2	32	4.5	28	-3	-2	-22	1.5
> O=C(Nc1nncs1)c1cccc(S(=O)(=O)N2CCCCC2)c1
  1	2.1	18	0.0	27	4	-4	-35	0.8
> CC1(C)CC(=O)C2=C(C1)N(CC1CCCO1)C(=O)NC2(C(F)(F)F)C(F)(F)F (configuration not stated)
  -3	1.4	14	-0.4	21	6	17	8	0.6
> Cc1cc(Cl)ccc1NC(=S)NCCCO
  -1	-1.7	-9	1.0	7	-1	1	-12	0.3
> COc1ccccc1CNC(=O)c1ccc(NS(=O)(=O)c2c(C)noc2C)cc1
  8	-2.6	-10	0.8	-23	-1	3	0	-0.2
> CCOC(=O)C1CCN(C(=O)C(C)Sc2ccc(Cl)cc2)CC1 (configuration not stated)
  3	0.9	-11	0.1	17	-10	-19	-14	0.6
> O=C(NCCc1nc2ccccc2[nH]1)/C(=C/c1ccco1)NC(=O)c1ccccc1Br
  2	0.0	17	1.4	39	18	-19	-3	0.7
> O=C(C1Cc2ccccc2CN1S(=O)(=O)c1ccc(F)cc1)N1CCOCC1 (configuration not stated)
  -1	1.5	11	-0.3	25	-4	-8	-9	6.6
> O=C(Cc1cccs1)NCc1cccc(F)c1
  1	0.7	11	-0.2	16	0	-4	-18	0.1
> Cc1cc2c(cc(C(=O)OCC(=O)NCc3cccs3)n2C(C)C)o1
  20	-0.3	x	-2.8	-41	-27	-14	-54	-1.3
> CN(C)S(=O)(=O)N1CCN(C(=O)c2cccs2)CC1
  -2	-3.4	-7	0.1	9	5	9	-12	0.1
> COc1ccc(OC)c(S(=O)(=O)Nc2cc(OC)c(Cl)cc2OC)c1
  5	0.2	43	-1.9	34	3	21	9	-1.4
> CCC(=O)N(CC(=O)Nc1sc(C)c(C)c1C(N)=O)Cc1ccc(F)cc1
  x	0.2	-8	1.3	10	-14	8	-9	0.3
> O=c1[nH]c2ccccc2c(O)c1O
  -2	0.6	-6	1.9	2	1	1	-1	0.4

Later entries.
Value order: NPY-Y1 antag	S1P4 ag	CHOP inhibitor	TRPN1 ag	EP2 mod	NPY2 pot ag	NPY1 pot ag	S1P4 antagonist	TRPML3 agonist
> O=C(NCCO)C(F)(F)C(F)(F)C(F)(F)OC(F)(C(=O)NCCO)C(F)(F)F (configuration not stated)
  6	-1.8	13	0.3	17	5	9	-8	0.8
> Cc1noc(C)c1-c1nnc(-c2ccc(OC(F)(F)F)cc2)o1
  x	-0.3	-12	-1.1	20	-10	-7	-5	0.5
> O=C(O)c1ccc2c(c1)C(=O)N(c1ccccc1-c1ccccc1)C2=O
  0	0.8	-1	0.2	15	13	-10	-8	-0.4
> O=c1c2c(nc3nc(COc4ccccc4)[nH]n13)CCC2
  1	0.7	9	-0.9	20	-19	-8	-20	0.8
> CCn1c(SCc2nc3scc(-c4ccccc4)c3c(=O)[nH]2)nnc1-c1cccs1
  -1	-1.5	15	1.8	6	-16	-4	-12	0.4

Random draw from the library. About 6.5% of those tested had a hit in this group.
